# AMA1-RON2 inh: inhibitors of Plasmodium falciparum AMA1-RON2 interaction; Potency, µM (doses to about 58.2 µM), without a hit: at the highest dose activity change, negative = inhibition, actives largely listed as inhibitors; AlphaScreen AMA1-biotinylated RON2 peptide binding; hit rate 0.2% among 360,000; active = well fitted inhibition curve with a large enough effect; inconclusive = small, poorly fitted or top-dose-only effect; inactive = no such curve, though single readings can be large or run the other way;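 also: potency is read from the fitted curve at half-maximal effect; 0% = vehicle wells and -100% = peptide control; nearly all actives have a fitted effect of over 45% in size; some results filed as inactive show a strong effect at the top dose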
#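 AMA1 (3D7) with his tag at 25 nM final met compounds first, then biotinylated RON2 peptide at 25 nM; detection used donor plus acceptor beads, 10 µg/mL apiece, read by AlphaScreen after 30 min at room temperature.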
# HCMV antiviral: human cytomegalovirus inhibition; HFF cells, HCMV-luciferase reporter, 72 h; stronger effect = lower value; activity change, negative = inhibition, % at 57.5 µM; hit rate 4.5% among 410,000; AID 1259415; in the data active = activity change below about -60%; inconclusive = no clear call, values can overlap the other calls; inactive = above about -39%
#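 HFF cells seeded 16 h at 37C, treated with compounds, infected with luciferase-reporter HCMV at MOI 1 PFU/cell; luciferase read at 72 h post infection, normalized to buffer-only and Salinomycin controls.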
# Numbers without * were called inactive; ? = inconclusive; [ ] = another dose, or the depositor's remark. Unless noted, % is scaled to controls: 0 for no effect and ±100 for the full control effect. The list is partial; count on the stated rates, not on these rows.
SMILES | AMA1-RON2 inh | HCMV antiviral
CC(C)(C)NC(=O)C(c1ccc(C#N)cc1)n1c(=O)c(-c2ccccc2)nc2ccccc21 (stereo not drawn) | -7% | 5
Nc1nc2ccc(Cl)cc2cc1C(=O)NCCc1ccc(O)cc1 | -1% | 0
Nc1sc(Cc2ccccc2)cc1C(=O)NC1CCCCC1 | 43%[activator] | 7
O=C(NC1CCCCC1)C(c1ccccc1F)n1c(=O)c(-c2cc3ccccc3[nH]2)nc2ccccc21 (stereo not drawn) | 65%[activator] | ?
O=C(NCc1ccccc1)C(c1ccc(-c2ccccc2)cc1)n1c(=O)c(-c2cc3ccccc3[nH]2)nc2ccccc21 (stereo not drawn) | 1% | 43
COc1ccc(N2C(=O)c3ccccc3NC(=O)C2C(=O)NCc2ccco2)cc1 (stereo not drawn) | -1% | 11
Cc1ccc(S(=O)(=O)N2[C@H](CC(=O)c3ccccc3)OC[C@@H]2C)cc1 | -7% | -7
O=C(NC1CCCC1)C(c1ccccc1)n1c(-c2cccc3ccccc23)nc2ccccc21 (stereo not drawn) | -13% | -20
Oc1ccc(F)c(CN2CCN(c3ncc(Cc4ccccc4)cn3)CC2)c1 | 9% | 24
COC(=O)C1=CN(c2cccc(OCc3ccccc3)c2)C(N)=C(C#N)C1c1cccc(OC)c1OC (stereo not drawn) | 3% | 31
O=C(Nc1c(-c2ccccc2)[nH][nH]c1=O)c1ccc2ccccc2c1 | -8% | ?
COC(=O)[C@@]12C[C@@H](CC(=O)N3CCOCC3)C(=O)N(Cc3ccccc3)C1=CCC(C)(C)C2 | 0% | -36
CCCCNC(=O)c1nc(C2CCNCC2)oc1-c1ccccc1 | -9% | 14
C#CCNC(=O)C[C@@H]1C[C@@]2(C(=O)OC)CC(C)(C)CC=C2N(Cc2ccccc2)C1=O | -3% | -16
CC(C)(C)OC(=O)Nc1ccccc1-n1nnnc1C(C(=O)c1ccc(F)cc1)N1CCN(c2ccccn2)CC1 (stereo not drawn) | 32%[activator] | 16
COC(=O)C1(C(=O)OC)c2ncccc2N(S(=O)(=O)c2ccc(C)cc2)C1CC(=O)c1ccccc1 (stereo not drawn) | -7% | -38
N#Cc1ccc(C(C(=O)NCc2ccccc2)n2c(=O)c(-c3cc4ccccc4[nH]3)nc3ccccc32)cc1 (stereo not drawn) | 44%[activator] | 96
COc1ccc(C(C(=O)NC(C)(C)C)n2c(=O)c(-c3ccccc3)nc3ccccc32)cc1 (stereo not drawn) | -8% | -12
CCOC(=O)[C@]12CCCC=C1N(CCc1ccc(OC)c(OC)c1)C(=O)[C@H](CC(=O)NCc1ccccc1)C2 | -10% | 15
Cc1cccc(C)c1NC(=O)C(c1ccncc1)n1c(=O)c(-c2ccco2)nc2ccccc21 (stereo not drawn) | 18% | 25
Cc1cccc(C)c1NC(=O)C(CCc1ccccc1)n1c(=O)c(-c2cc3ccccc3[nH]2)nc2ccccc21 (stereo not drawn) | 81%[activator] | -40
COc1ccc(NC(=O)c2cc(-c3sc(NC(=O)c4ccccc4)nc3C)n(-c3ccc(Br)cc3)n2)cc1 | -1% | 39
COC(=O)[C@@]12C[C@@H](CC(=O)NCCCN3CCCC3=O)C(=O)N(CCc3ccc(OC)c(OC)c3)C1=CCC(C)(C)C2 | 7% | 21
COC(=O)[C@@]12C[C@@H](CC(=O)NCCCCc3ccccc3)C(=O)N(Cc3cccc4ccccc34)C1=CCC(C)(C)C2 | -13% | 23
CC(c1nc2ccccc2[nH]1)n1c(=O)c(-c2cccs2)nc2ccccc21 (stereo not drawn) | 7% | ?
O=C(NCc1ccccc1)C(c1ccncc1)n1c(=O)c(-c2cc3ccccc3[nH]2)nc2ccccc21 (stereo not drawn) | 35%[activator] | 58
COC(=O)C1(C(=O)OC)c2ccccc2CN(S(=O)(=O)c2ccc(C)cc2)C1CC(C)=O (stereo not drawn) | -12% | -1
CC(C)NC(=O)C1(C)CSCC(=O)N1CCCn1ccnc1 (stereo not drawn) | -7% | 4
Cc1nc2ccccc2n1C(C)c1nc2ccccc2n1CC(=O)c1ccc(OC(F)(F)F)cc1 (stereo not drawn) | -6% | -7
COCC(=O)N[C@H]1CC[C@@H](CC(=O)NCc2ccccc2OC)O[C@@H]1CO | 18% | -12
COc1ccccc1N1CCN(C2C(=O)Nc3ccccc3-n3nnnc32)CC1 (stereo not drawn) | -3% | 7
CCCCNC(=O)C1C(c2ccc(OC)cc2)=Nc2ccccc2N1C(=O)Cc1cc(OC)cc(OC)c1 (stereo not drawn) | -10% | -20
CC(C)NC(=O)C1(C)CN(S(C)(=O)=O)CC(=O)N1CCOc1ccccc1 (stereo not drawn) | 0% | 0
COC(=O)[C@]12CCCCC=C1N(Cc1ccc3c(c1)OCO3)C(=O)[C@H](CC(=O)N1CCOCC1)C2 | 2% | ?
O=C(NC1CCCCC1)C(c1ccnc2ccccc12)n1c(=O)c(-c2ccccc2)nc2ccccc21 (stereo not drawn) | -6% | ?
O=C(NCc1ccccc1)C(c1cccc2ccccc12)n1c(=O)c(-c2ccco2)nc2ccccc21 (stereo not drawn) | -9% | 17
Oc1ccc(Cl)c(CN2CCN(c3ncc(Cc4ccccc4)cn3)CC2)c1 | -28% | ?
CCCNC(=O)Nc1ccc2c(c1)OC[C@H](C)N(C(=O)C1CCCCC1)C[C@@H](C)[C@H](OC)CN(C)C2=O | -3% | -9
CCOC(=O)C[C@@H]1OC[C@H](C)N1S(=O)(=O)c1ccc(C)cc1 | 5% | 18
CC(C)(C)NC(=O)C(c1ccc(-c2ccccc2)cc1)n1c(=O)c(-c2cc3ccccc3[nH]2)nc2ccccc21 (stereo not drawn) | 48%[activator] | 45
CC(C)NC(=O)C1(C)CN(S(C)(=O)=O)CC(=O)N1CCc1ccc(O)cc1 (stereo not drawn) | -1% | ?
CCCCOCCCNC(=O)C[C@@H]1C[C@@]2(C(=O)OC)CC(C)(C)CC=C2N(Cc2ccc3c(c2)OCO3)C1=O | -8% | -15
CCCCCNC(=O)C(c1ccncc1)n1c(=O)c(-c2ccco2)nc2ccccc21 (stereo not drawn) | 37%[activator] | -8
COC(=O)/C=C1\OCc2cc(C)ccc21 | 9% | 4
CCCC[C@@H]1CNC(=O)C(=O)N1CCc1cccc(F)c1 | 42%[activator] | -16
CCCCN1C(=O)C(CC(=O)NC2CCCCC2)CC(C(=O)N2CCCCCC2)=C1C (stereo not drawn) | 39%[activator] | -2
O=[N+]([O-])c1ccc(Br)c(CN2CCN(c3ncc(Cc4ccccc4)cn3)CC2)c1 | -17% | -13
Nc1nc2ncccn2c1-c1ccc(C(F)(F)F)cc1 | 102%[activator] | -14
Nc1nc2ccccc2cc1C(=O)NCc1cccs1 | -1% | ?
CCCCNC(=O)C[C@@H]1C[C@@]2(C(=O)OC)CCCCC=C2N(Cc2ccc3c(c2)OCO3)C1=O | 10% | -9
Cc1ccc(CN2C(=O)CN(S(C)(=O)=O)CC2(C)C(=O)NC(C)C)cc1 (stereo not drawn) | -4% | -6
O=C(C[C@@H]1C=C[C@@H](NC(=O)c2cccnc2)[C@@H](CO)O1)NCc1ccncn1 | 17% | -12
COC(=O)[C@@]12C[C@@H](CC(=O)NCC34CC5CC(CC(C5)C3)C4)C(=O)N(Cc3cccc4ccccc34)C1=CCC(C)(C)C2 | -16% | 57
Cc1cccc(-c2ccc(O)cc2CN2CCN(c3ncc(Cc4ccccc4)cn3)CC2)c1 | 0% | 4
CC1(C(=O)NCc2ccccc2)CSCC(=O)N1CCOc1ccccc1 (stereo not drawn) | 4% | -11
COC(=O)/C=C1\OC(C2CC2)c2ccccc21 (stereo not drawn) | 0% | 58
CN1CCN(C(=O)C[C@@H]2C=C[C@H](NS(=O)(=O)c3cccc(F)c3)[C@@H](CO)O2)CC1 | -2% | 13
O=S(=O)(NCC[C@@H]1CC[C@H](NS(=O)(=O)c2cccc(F)c2)[C@@H](CO)O1)c1cccc(F)c1 | 33% | -15
COC(=O)C[C@@H]1C=C[C@@H](NC(C)=O)[C@@H](CO)O1 | 4% | -2
COc1ccc(C2=Nc3ccccc3N(C(=O)c3ccncc3)C2C(=O)NC(C)C)cc1 (stereo not drawn) | 7% | 10

# Further results.
SMILES | AMA1-RON2 inh | HCMV antiviral
Cc1ccc(S(=O)(=O)C[C@@H]2OC3CCCCC3N2S(=O)(=O)c2ccc(C)cc2)cc1 (stereo partly drawn) | -8% | ?
COC(=O)[C@@]12C[C@@H](CC(=O)N3CCOCC3)C(=O)N(Cc3ccco3)C1=CCC(C)(C)C2 | -15% | -19
CC(C)(C)OC(=O)N1CCc2onc(-c3ccccc3[N+](=O)[O-])c2C1=O | -12% | -16
CCCCN1C(=O)C(CC(=O)NC2CCCC2)CC(C(=O)N2CCCCCC2)=C1C (stereo not drawn) | 13% | 5
COC(=O)[C@@]12C[C@@H](CC(=O)NCC3CCCCC3)C(=O)N(Cc3ccco3)C1=CCC(C)(C)C2 | -8% | -17
O=C(NCc1ccccc1)C1C(c2ccccc2)=Nc2ccccc2N1C(=O)c1cccnc1 (stereo not drawn) | -12% | -23
CC1(C(=O)Nc2ccc3c(c2)OCCO3)CSCC(=O)N1CCCn1ccnc1 (stereo not drawn) | -9% | 49
CCOC(=O)c1cnc(-n2nc(C)cc2C)nc1N1CC(C)OC(C)C1 (stereo not drawn) | 80%[activator] | 56
CC(C(=O)NC(C)(C)C)n1c(C(c2ccccc2)c2ccccc2)nc2ccccc21 (stereo not drawn) | 19% | -24
CC(C(=O)NC(C)(C)C)n1c(-c2ccccc2)nc2ccccc21 (stereo not drawn) | -1% | 1
COc1ccc(CCC(=O)N2c3ccccc3N=C(c3ccc(C(F)(F)F)cc3)C2C(=O)NC2CCCC2)cc1 (stereo not drawn) | 1% | 42
COC(=O)[C@@]12C[C@@H](CC(=O)N3CCCC3)C(=O)N(Cc3ccc4c(c3)OCO4)C1=CCC(C)(C)C2 | -9% | -9
CCOC(=O)[C@]12CCCC=C1N(Cc1ccccc1)C(=O)[C@H](CC(=O)N1CCCC1)C2 | -5% | -5
CCOC(=O)[C@]12CCCC=C1N(Cc1ccccc1)C(=O)[C@H](CC(=O)N1CCN(C(=O)c3ccco3)CC1)C2 | -8% | -27
CC(C)(C)N1C(=O)c2ccccc2NC(=O)C1C(=O)NCCc1ccccc1F (stereo not drawn) | 4% | 0
CCOC(=O)[C@]12CCCC=C1N(CCC1=CCCCC1)C(=O)[C@H](CC(=O)N1CCOCC1)C2 | -6% | 8
O=C(Nc1ccc2c(c1)OCCO2)C(c1ccccc1F)n1c(=O)c(-c2ccco2)nc2ccccc21 (stereo not drawn) | -10% | 8
CC(C)C(C(=O)NC1CCCC1)N1CCN(c2ncccc2C#N)CC1 (stereo not drawn) | 4% | -4
O=C(NCc1ccccc1)C(c1ccc(F)cc1)N1CCN(c2ccccc2F)CC1 (stereo not drawn) | 4% | 7
CC(C)(C)NC(=O)C(c1cccc2ccccc12)n1c(=O)c(-c2cc3ccccc3[nH]2)nc2ccccc21 (stereo not drawn) | 76%[activator] | 10

# Looked up by compound from the entries so far:
SMILES | AMA1-RON2 inh | HCMV antiviral
CCOC(=O)[C@]12CCCC=C1N(Cc1ccccc1)C(=O)[C@H](CC(=O)N1CCCC1)C2 | -5% | -5
CC(C)(C)OC(=O)N1CCc2onc(-c3ccccc3[N+](=O)[O-])c2C1=O | -12% | -16
CC(C(=O)NC(C)(C)C)n1c(C(c2ccccc2)c2ccccc2)nc2ccccc21 (stereo not drawn) | 19% | -24
COC(=O)[C@@]12C[C@@H](CC(=O)N3CCOCC3)C(=O)N(Cc3ccco3)C1=CCC(C)(C)C2 | -15% | -19
CCOC(=O)[C@]12CCCC=C1N(CCC1=CCCCC1)C(=O)[C@H](CC(=O)N1CCOCC1)C2 | -6% | 8
O=C(Nc1ccc2c(c1)OCCO2)C(c1ccccc1F)n1c(=O)c(-c2ccco2)nc2ccccc21 (stereo not drawn) | -10% | 8
Cc1ccc(S(=O)(=O)C[C@@H]2OC3CCCCC3N2S(=O)(=O)c2ccc(C)cc2)cc1 (stereo partly drawn) | -8% | ?

# Carrying on.
SMILES | AMA1-RON2 inh | HCMV antiviral
O=C1Nc2ccccc2-n2nnnc2C1N1CCN(C(=O)C2CCCO2)CC1 (stereo not drawn) | -2% | 20
CCOC(=O)[C@]12CCCC=C1N(CCC1=CCCCC1)C(=O)[C@H](CC(=O)NCCCOC)C2 | -11% | 63
CN1C(=O)[C@@](O)(c2cn(C)c3ccccc23)c2cc(Br)ccc21 | -13% | -4
COC(=O)[C@]12CCCCC=C1N(CCc1ccc(OC)c(OC)c1)C(=O)[C@H](CC(=O)NCCC(C)C)C2 | -12% | 30
COc1ccc(OC)c(CN2C(=O)CSCC2(C)C(=O)NCc2ccccc2)c1 (stereo not drawn) | 7% | -4
CCCCCNC(=O)C(c1ccc(C(F)(F)F)cc1)n1c(=O)c(-c2ccco2)nc2ccccc21 (stereo not drawn) | 25% | 15
COc1ccc(C(=O)NCCNc2nc3cc(C)cc(C)c3cc2C#N)cc1 | 0% | 47

# Single records, as listed above:
# CCCCCNC(=O)C(c1ccc(C(F)(F)F)cc1)n1c(=O)c(-c2ccco2)nc2ccccc21 (stereo not drawn) in the list: AMA1-RON2 inh = 25%; HCMV antiviral = 15
# COc1ccc(OC)c(CN2C(=O)CSCC2(C)C(=O)NCc2ccccc2)c1 (stereo not drawn) in the list: AMA1-RON2 inh = 7%; HCMV antiviral = -4

# Assay outcomes as filed in PubChem.
